M1 ag = M1 muscarinic receptor agonism; CHO-M1 cells, Fluo-4 calcium fluorescence, agonist mode; active compounds read high; B-score at 10 µM; 64,000 tested, 3% active; AID 626;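 active = fluorescence rise, raw or as B-score row- and column-corrected plate score, outside the 99.7% band of its plate's samples, either direction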
5HT1E ag = activates the human 5-HT1E serotonin receptor; CHO 5-HT1E Ga15 NFAT-bla reporter, FRET; 0% DMSO wells, 100% control agonist wells; P28566; AID 574; activation, % at 6 µM; 65,000 tested, 0.69% active;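 active = activation above a set limit, the screen-wide mean activation plus 3 SD, cut at about 8.5% in these data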;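 also: 100% = positive control agonist at 1 µM giving full maximal response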
HEK293 NFkB inh = lowers PMA/ionomycin-induced NF-kB signal in HEK293 cells; HEK-293 NF-kB luciferase reporter, luminescence; inhibition, % at 3 µM; 62,000 tested, 0.21% active;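 active = inhibition above the mean of all tested compounds plus 3 SD, cut at about 40% in these data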;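 also: 0% = stimulated DMSO wells and 100% = 10 µM reference inhibitor 5653914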
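System – HEK-293 cells with stable firefly luciferase reporter driven by four HIV NF-kB elements · Doses – one dose, 3 µM · Schedule – 1 h compound pre-incubation, 16 h PMA/ionomycin at 37 °C · Technique – luminescence from luciferase substrate reagent · Measure – percent inhibition normalized per plate to DMSO and reference-inhibitor controls · Replicates – tested once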
Her2 expr inh = inhibitors of human Her2 kinase expression; 65,000 tested, 0.69% active; SKBR-3 HER2 protein level, AlphaScreen, 18-24 h; active compounds read low; HER2 level % of control, % at 10 µM; AID 645; P04626;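 active = HER2 level under 5% of the carrier-only control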;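 also: 100% = DMSO carrier and 0% = 500 nM PU-H71 HSP90 inhibitor; lower value means stronger loss of Her2 protein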
S1P1 ag-PAM = activates or potentiates agonism at human S1P1 receptor; P21453; activation, % at 9.5 µM; S1P1 CRE-bla cells, forskolin, beta-lactamase FRET, potentiator mode; S1P1 agonist co-added at EC20, 2 nM; 100% = saturating reference agonist, 0% = basal; 56,000 tested, 0.57% active; AID 449;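 active = activation above a cutoff set at the mean activation of all tested compounds plus 3 SD, cut at about 54% in these data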;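 also: forskolin at 4 µM as EC80 and the EC20 agonist is SEW2871; 100% = SEW2871 at its EC100 plus forskolin at EC80; some compounds past the cut are filed as inactive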
HTR1E antagonist = antagonists of human 5-HT1E serotonin receptor | inhibition, % at 6 µM | 65,000 tested, 0.99% active | CHO 5-HT1E Ga15 NFAT-bla reporter, FRET, antagonist | P28566;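 active = inhibition above a set limit, the mean inhibition across every tested compound plus 3 SD, cut at about 29% in these data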;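 also: signal is the 460 over 535 nm emission ratio of beta-lactamase substrate; 0% = agonist plus DMSO wells and 100% = wells without agonist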
Jurkat tox 60K = reduces viability or proliferation of Jurkat cells | inhibition, % at 4 µM | 56,000 tested, 1.2% active | Jurkat E6.1 viability, ATP luminescence, 48 h | AID 463;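 active = inhibition above the mean inhibition of all tested compounds plus 3 SD, cut at about 28% in these data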
S1P3 ag = activates the human S1P3 receptor; activation, % at 4.5 µM; S1P3 NFAT-BLA reporter cells, agonism, FRET ratio; relative to 1 µM S1P, basal subtracted; AID 373; Q99500; 60,000 tested, 0.1% active;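 active = activation above the screen-wide mean plus 3 SD, cut at about 4.5% in these data, passing the limit was not always enough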; also: some compounds called inactive have numbers as strong as hits
Target sequence (Q99500 whole entry, looked up): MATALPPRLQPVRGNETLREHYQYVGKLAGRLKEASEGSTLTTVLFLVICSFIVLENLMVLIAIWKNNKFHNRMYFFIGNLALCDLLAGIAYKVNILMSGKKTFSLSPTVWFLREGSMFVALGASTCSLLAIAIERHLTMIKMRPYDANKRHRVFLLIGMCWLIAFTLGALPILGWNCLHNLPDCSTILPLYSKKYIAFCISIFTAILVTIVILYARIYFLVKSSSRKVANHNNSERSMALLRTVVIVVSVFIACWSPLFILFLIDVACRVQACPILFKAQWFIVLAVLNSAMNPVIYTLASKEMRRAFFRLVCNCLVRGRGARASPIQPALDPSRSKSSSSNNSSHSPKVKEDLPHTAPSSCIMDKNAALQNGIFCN
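Measure – % activation relative to 1 µM S1P (100%), per plate · System – stable CHO line with human S1P3, Gα16, NFAT-BLA reporter · Timing – cells plated overnight, compound 4 h 37 °C, substrate 2 h RT · Technique – fluorescent BLA substrate, ex 405 nm, em 460/535 nm ratio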
M1 antagonist = blocks the rat M1 muscarinic receptor response to acetylcholine; B-score at 10 µM; AID 628; CHO-M1 cells, Fluo-4 calcium, ACh EC80 antagonist mode; active compounds read low; 64,000 tested, 3.4% active;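 active = calcium fluorescence response, raw or row-and-column corrected B-score, differing from the plate sample mean either way at a set confidence level, mostly lower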
Target sequence (P08482 whole entry, looked up): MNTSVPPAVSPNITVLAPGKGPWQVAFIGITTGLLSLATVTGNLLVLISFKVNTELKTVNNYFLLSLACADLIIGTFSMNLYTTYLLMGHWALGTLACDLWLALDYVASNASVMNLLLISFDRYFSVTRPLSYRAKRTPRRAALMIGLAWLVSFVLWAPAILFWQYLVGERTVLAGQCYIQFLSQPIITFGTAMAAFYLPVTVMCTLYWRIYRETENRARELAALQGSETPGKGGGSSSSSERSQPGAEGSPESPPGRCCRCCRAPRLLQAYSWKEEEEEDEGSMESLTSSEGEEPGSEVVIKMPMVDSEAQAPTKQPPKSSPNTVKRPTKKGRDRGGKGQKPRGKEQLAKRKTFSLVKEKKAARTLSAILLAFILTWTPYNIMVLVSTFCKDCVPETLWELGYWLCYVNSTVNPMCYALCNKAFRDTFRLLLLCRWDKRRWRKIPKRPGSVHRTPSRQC
* hit, by the source's call; nt = not tested or not shown.

Order of results: M1 ag	5HT1E ag	HEK293 NFkB inh	Her2 expr inh	S1P1 ag-PAM	HTR1E antagonist	Jurkat tox 60K	S1P3 ag	M1 antagonist
(1) N#CCCS(=O)(=O)c1nnnn1-c1ccccc1
  0.31	-1.4	34	-1.1*	70*	79*	5	-1.0	0.51
(2) COc1ccc(CCNC(=O)c2ccn[nH]2)cc1OC
  0.015	0.8	18	77	-22	8	-2	-0.1	0.056
(3) CCc1ccc(NS(=O)(=O)c2ccc3[nH]cc(C(=O)N4CCCCC4)c(=O)c3c2)cc1
  -0.64	-0.9	8	73	8	-6	-8	-1.0	0.27
(4) Cn1c(=O)c2c(nc(SCc3cccnc3)n2Cc2ccccc2)n(C)c1=O
  0.055	0.6	18	105	-2	9	2	0.4	1.3
(5) Cn1c(CSc2nc3ccc(Br)cc3[nH]2)nc2ccccc21
  -0.57	-0.6	-3	75	7	10	4	-0.7	0.45
(6) CC1CCCCC1NC(=O)C1CCN(S(=O)(=O)N2CCC3(CC2)OCCO3)CC1 (centres undefined)
  0.017	-0.4	2	96	-3	9	-8	-0.9	0.12
(7) Cc1nn(-c2ccccc2C(=O)O)c(=O)c2ccccc12
  -0.35	0.2	0	114	nt	10	2	-0.8	-0.5
(8) CCCc1cc(=O)[nH]c(SCC(=O)N(C)CC(=O)Nc2ccccc2CC)n1
  0.76	0.6	12	102	0	2	-5	0.0	-0.052
(9) C=CCOC(=O)C(C#N)c1nc2ccccc2nc1N1CCN(c2ccccc2OC)CC1 (centres undefined)
  -1.1	0.5	18	71	13	7	6	-1.1	-0.064
(10) Cc1cc(C)n(-c2ccc(-n3ccnc3)nn2)n1
  0.28	-0.3	16	103	-6	3	2	-1.1	-0.91

Next section (2 carried over from the part before).
Order of results: M1 ag	5HT1E ag	HEK293 NFkB inh	Her2 expr inh	S1P1 ag-PAM	HTR1E antagonist	Jurkat tox 60K	S1P3 ag	M1 antagonist
(9) C=CCOC(=O)C(C#N)c1nc2ccccc2nc1N1CCN(c2ccccc2OC)CC1 (centres undefined)
  -1.1	0.5	18	71	13	7	6	-1.1	-0.064
(10) Cc1cc(C)n(-c2ccc(-n3ccnc3)nn2)n1
  0.28	-0.3	16	103	-6	3	2	-1.1	-0.91
(11) COc1ccc(NC(=O)N(C2CCCCC2)C2CCN(C(C)C)CC2)c(OC)c1
  0.7	7.0	9	126	-22	-3	-15	0.7	-0.92
(12) O=C(NCCc1ccc(Cl)cc1)C1CCN(C(=O)c2sccc2-n2cccc2)CC1
  1.3	0.3	22	91	15	-13	13	-0.3	-0.15
(13) Fc1ccc(Nc2nc(Oc3ccc4c(c3)OCO4)nc(N3CCOCC3)n2)c(F)c1
  -0.18	1.2	19	108	nt	-2	nt	nt	0.52
(14) c1ccc(-c2nc(NC3CC3)nc(-n3ccnc3)n2)cc1
  1.9	1.8	8	130	-11	29*	-3	-0.4	-0.31
(15) CCOc1ccc(CNC(=O)C2CCC(=O)N2C2CCCC2)cc1OC (centres undefined)
  0.67	-0.4	12	110	0	9	5	0.5	-0.031
(16) COC(=O)CSc1nnc(CNC(=O)c2cccc(C)c2)n1-c1ccccc1OC
  -0.14	-0.1	10	111	16	-4	-7	-1.3	-0.081
(17) CN(Cc1ccccc1)c1nc2c(c(=O)[nH]c(=O)n2C)n1CCCSc1ncccn1
  0.36	0.9	9	87	-10	13	3	-0.5	0.017
(18) CCOC(=O)Nc1ccc(OC)cc1S(=O)(=O)N1CCCCC1
  -0.02	0.2	10	84	-19	-13	2	-0.1	-0.97
(19) Nc1nnc(-c2ccccc2)c(-c2ccccc2)n1
  -0.37	1.0	6	104	-46	5	0	-0.4	0.087
(20) CC1(CC(=O)O)SC(=O)NC1=O (centres undefined)
  -0.59	1.1	10	69	8	8	2	-1.2	0.36
(21) O=C(CN1C(=O)COc2ccccc21)Nc1ccc(F)cc1
  0.89	0.9	16	nt	35	7	4	-1.4	-0.88
(22) Cc1csc(=Nc2c(C)n(C)n(-c3ccccc3)c2=O)n1Cc1ccccc1
  0.45	0.4	7	92	23	13	1	0.1	-2.3
(23) Cc1cc(C)n(S(=O)(=O)c2cc(C(=O)O)c(Cl)cc2Cl)n1
  -1.3	-0.7	-4	87	nt	20	2	-0.9	2.3*
(24) COCCOC(=O)c1c(C)oc2ccc(OC(=O)c3cccs3)cc12
  0.61	-0.6	11	72	nt	5	nt	nt	-0.018
(25) Cn1c(CSCc2ccccc2Cl)nnc1SCC(=O)Nc1nccs1
  0.047	0.3	5	nt	-12	-9	0	0.8	0.0071
(26) O=S(=O)(c1ccc(N2CCN(c3ccc(F)cc3)CC2)cc1)N1CCCC1
  0.38	0.2	15	76	nt	-2	nt	nt	0.11
(27) CCOC(=O)C1C(C)=CC(=O)CC1c1ccco1 (centres undefined)
  0.17	-0.1	14	98	-13	-6	-2	-0.7	-0.18
(28) COc1ccccc1-c1nnc2n1N=C(C(C)(C)C)CS2
  -1.1	0.8	5	72	-13	8	-1	-0.2	-0.045
(29) C=CCNC(=O)NS(=O)(=O)c1ccc(C)cc1
  0.74	0.1	3	118	-4	-7	0	-0.5	-0.45
(30) C/C(=N\O)C(=O)NCCCn1ccnc1
  -0.012	-0.5	nt	120	-6	1	nt	-2.1	0.62
(31) CCOC(=O)N1CCN(c2c(NCCc3ccc(OC)c(OC)c3)c(=O)c2=O)CC1
  -0.028	0.2	10	94	-24	-6	4	-0.4	1.1
(32) COc1ccccc1OCCn1c(CO)nc2ccccc21
  0.073	-1.6	-6	91	1	10	9	-0.7	-1.1
(33) CC(=O)c1c(OC(=O)c2ccco2)c2ccccc2n1C
  0.28	-0.1	10	93	4	-12	-4	-0.9	-0.19
(34) NC(=O)c1cc2n(n1)C(C(F)(F)F)CC(c1ccco1)N2 (centres undefined)
  -0.27	-0.6	4	109	nt	3	1	-0.1	-0.76
(35) CCOc1ccc(NC(=O)C2CCC(C)(C(=O)O)C2(C)C)cc1 (centres undefined)
  0.82	-0.7	17	80	-14	-4	0	-1.0	0.27
(36) Cn1c(CNC(=O)c2ccc(F)cc2)nc2ccccc21
  0.24	1.4	16	97	-4	-2	6	-0.6	1
(37) CCOC(=O)c1cccc(NC(=O)c2cnc3ccccc3n2)c1
  2.8	-1.0	-18	88	-41	-2	-3	-0.4	-0.75
(38) Cc1sc2ncn(-n3c(C)ccc3C)c(=O)c2c1C
  -0.042	-0.3	0	101	nt	-9	nt	nt	0.31
(39) CC(=O)c1ccc(NC(=O)Nc2ncn(Cc3cccc(C)c3)n2)cc1
  -0.097	-0.1	18	104	20	19	-2	-0.7	-0.067
(40) CCN(CC)S(=O)(=O)c1ccc2[nH]cc(C(=O)NCCN3CCCCCC3)c(=O)c2c1
  -0.74	-0.9	21	110	-1	2	8	-0.4	-0.3
(41) COCc1cc(=O)[nH]c(Nc2nc3ccc(C)cc3o2)n1
  0.68	0.1	nt	48	-1	16	nt	-0.3	-0.26
(42) COc1ccc(OC)c(S(=O)(=O)N2Cc3ccccc3CC2C(=O)O)c1 (centres undefined)
  0.93	0.3	6	110	-12	3	-4	0.1	1.1
(43) Cc1cc2cc(CNC(=O)c3ccc(Br)o3)ccc2[nH]1
  -0.2	0.2	10	103	22	-1	-10	0.8	-2.1
(44) COc1ccc(S(=O)(=O)N2CCC(C(=O)N3CCc4ccccc4C3)CC2)cc1OC
  0.2	0.1	18	70	-4	-6	-2	-1.7	0.28
(45) CC(=O)c1c(C)nc2nonc2c1N
  0.35	-0.9	12	93	-14	6	-13	0.7	0.039
(46) COc1ccc(S(=O)(=O)N(CC(=O)NCC2CCCO2)c2ccccc2)cc1OC (centres undefined)
  -0.42	-0.3	16	154	2	10	10	-0.7	0.6
(47) Cc1c(C(=O)O)oc2ccc(S(=O)(=O)N3CC(C)CC(C)C3)cc12 (centres undefined)
  11*	0.0	-22	124	-25	-12	-2	-1.5	-11*
(48) CS(=O)(=O)N(CC(=O)N1CCc2ccccc2C1)c1ccc2c(c1)OCO2
  0.37	0.3	4	65	9	-1	2	-0.8	-0.02
(49) CCCC(=O)NCCc1nc2ccccc2n1C
  -0.63	-0.7	14	83	nt	-4	nt	nt	-0.32
(50) COc1ccc(NC(=O)Nc2ccc(N3CCCC3=O)cc2)cc1OC
  0.7	0.4	17	106	nt	15	7	-0.7	0.62
(51) N#Cc1nc(-c2ccc(OCc3ccccc3)cc2)oc1NCCCN1CCOCC1
  1.1	0.4	2	110	-10	0	-3	-0.1	-0.37
(52) Cc1nnc(SCC(=O)Nc2ccc(Br)cn2)[nH]c1=O
  0.2	-1.4	11	82	0	0	4	-0.7	1*
(53) COc1cc(C2NC(=O)NC(C)=C2C(=O)OC2CCCC(C)C2)ccc1O (centres undefined)
  1	0.9	14	111	-34	4	8	-1.7	0.85
(54) CCn1ncc(C2=NOC(C(=O)NCc3ccc(Cl)cc3)C2)c1C (centres undefined)
  -1.8	-0.9	21	75	-16	58*	92*	-1.1	-0.057
(55) CCOC(=O)Cc1csc(SCC(=O)Nc2sc3c(c2C(N)=O)CCC3)n1
  -2.6	0.3	20	83	nt	-8	nt	nt	0.4
(56) CCN(CC(=O)NC1CCCCC1)S(=O)(=O)c1ccc(Cl)cc1
  -0.44	0.5	5	67	-22	-10	2	-1.0	-3.2*
(57) COc1ccc(Nc2nc(N)nc(CSc3n[nH]c(-c4ccccc4)n3)n2)cc1
  0.43	-1.0	-14	105	-32	42*	6	-0.3	-0.68
(58) CN(C(=O)COc1cc(=O)n(C)c2ccccc12)c1ccc(Cl)cc1
  -0.12	0.1	8	75	-17	-6	2	-1.2	-0.42
(59) COc1cccc(C(=O)Nc2ccc(C(=O)O)cc2)c1
  -0.54	0.0	10	76	-17	5	-4	-0.5	-0.4

Assay outcomes deposited in PubChem BioAssay by several laboratories.
